High-throughput results deposited in PubChem by Sanford-Burnham Center for Chemical Genomics.
697 NFkB inh: inhibitors of PMA/ionomycin-induced NF-kB reporter, 697 cells, primary screen, B-cell NF-kB inhibitor project, cell-based, luminescence, uHTS; 697 B-cell NF-kB luciferase reporter, 16 h; inhibition, % at 4 µM; 330,000 tested, 0.33% active; in the data active = inhibition above about 35%
EBI2 antag: EBI2 receptor antagonists, beta-arrestin recruitment, primary screen, cell-based, luminescence, 7a,25-OHC stimulation, uHTS; G-protein coupled receptor 183 (Homo sapiens), P32249; 7a,25-OHC stimulated; inhibition, % at 5 µM; 360,000 tested, 0.81% active; AID 651636, 2012; in the data active = inhibition above about 38%;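 also: enzyme fragment complementation signal reports receptor beta-arrestin coupling in cells; 0% = agonist plus DMSO wells and 100% = wells without agonist; some results beyond the cut were filed as inactive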
Target sequence (P32249 whole entry, looked up, the tested form may be a part): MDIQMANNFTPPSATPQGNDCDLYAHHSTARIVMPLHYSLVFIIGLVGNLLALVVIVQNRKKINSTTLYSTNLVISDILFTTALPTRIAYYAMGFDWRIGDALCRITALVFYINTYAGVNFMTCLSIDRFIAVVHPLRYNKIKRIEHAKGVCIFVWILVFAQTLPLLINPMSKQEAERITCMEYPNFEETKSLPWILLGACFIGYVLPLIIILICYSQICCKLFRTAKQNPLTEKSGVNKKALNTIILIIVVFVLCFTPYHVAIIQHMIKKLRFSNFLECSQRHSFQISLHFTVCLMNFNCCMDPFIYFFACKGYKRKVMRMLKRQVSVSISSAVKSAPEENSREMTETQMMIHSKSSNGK
Mdm2-MdmX inh: inhibitors of human Mdm2-MdmX association, primary screen, cell-based, luminescence, split luciferase, SaOS-2, uHTS. Protein Mdm4 (Homo sapiens) + E3 ubiquitin-protein ligase Mdm2 (Homo sapiens), …. 330,000 tested, 3% active. inhibition, % at 8 µM. SaOS-2 split-luciferase Mdm2/MdmX complementation;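 active = inhibition of at least 50% at 8 µM in the primary screen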
UPR XBP1 act: activators of adaptive XBP1 UPR arm, primary screen, cell-based, CHO-XBP1 luciferase reporter, luminescence, uHTS; IRE1-XBP1 UPR activation; percent of tunicamycin response, DMSO as zero; activation, % at 20 µM; 330,000 tested, 0.33% active; AID 463104, 2010;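 active = versus positive control, 20 µM dose yields 30% or more activation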;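 also: 100% = tunicamycin at 10 µg/mL and 0% = DMSO only wells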
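Material: CHO-XBP1 cells stably carrying IRE1-XBP1-driven luciferase reporter | Medium: F12 with 10% serum | Compound dosing: 20 µM single concentration, DMSO 1% | Incubation: Overnight seeding at 37 °C, 6 h compound treatment at 37 °C | Detection: Steady-Glo luminescence read | Read-out basis: % activation of reporter signal versus tunicamycin and DMSO controls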
CCR6 antag: CCR6 receptor antagonists, primary screen, cell-based, CHO-K1, luminescence, beta-arrestin, uHTS; inhibition, % at 20 µM; CHO-K1 CCR6 PathHunter beta-arrestin, CCL20-stimulated; 340,000 tested, 0.49% active;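 active = compounds whose inhibition of the agonist-driven luminescence signal at 20 µM reaches about 50%, limit read from the data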;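 also: cells stimulated with CCL20 at 14 nM final; plate controls were DMSO with CCL20 for no effect and DMSO without agonist for full effect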
Target sequence (P51684 whole entry, looked up): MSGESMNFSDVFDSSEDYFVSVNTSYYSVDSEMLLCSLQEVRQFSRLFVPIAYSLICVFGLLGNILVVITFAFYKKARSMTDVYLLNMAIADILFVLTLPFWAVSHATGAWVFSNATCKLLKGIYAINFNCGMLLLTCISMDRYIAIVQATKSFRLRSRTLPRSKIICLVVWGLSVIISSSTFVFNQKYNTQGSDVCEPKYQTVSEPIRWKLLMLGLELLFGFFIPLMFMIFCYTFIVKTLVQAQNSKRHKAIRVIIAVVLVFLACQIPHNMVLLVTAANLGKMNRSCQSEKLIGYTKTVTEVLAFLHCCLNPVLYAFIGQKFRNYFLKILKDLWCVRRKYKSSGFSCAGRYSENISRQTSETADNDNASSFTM
CXCR6 inh: CXCR6 receptor inhibitors, primary screen, cell-based, beta-arrestin, luminescence, CHO-K1 PathHunter, 1536-well. inhibition, % at 20 µM. 360,000 tested, 0.36% active. AID 602244, 2012; in the data active = inhibition above about 34%, passing the limit was not always enough;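 also: antagonist mode with CXCL16 agonist at 10 nM final; 0% = 10 nM CXCL16 with DMSO and 100% = unstimulated wells without agonist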
Target sequence (O00574 whole entry, looked up): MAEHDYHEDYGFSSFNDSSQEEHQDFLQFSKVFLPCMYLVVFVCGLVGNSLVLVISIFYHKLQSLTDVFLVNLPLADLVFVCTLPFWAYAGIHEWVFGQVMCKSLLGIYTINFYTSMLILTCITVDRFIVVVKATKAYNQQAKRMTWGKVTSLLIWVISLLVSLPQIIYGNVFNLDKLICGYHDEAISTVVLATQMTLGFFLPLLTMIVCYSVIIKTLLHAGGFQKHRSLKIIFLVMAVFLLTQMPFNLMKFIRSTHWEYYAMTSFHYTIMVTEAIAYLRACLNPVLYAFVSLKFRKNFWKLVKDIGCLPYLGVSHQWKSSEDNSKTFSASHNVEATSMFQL
CHOP UPR activ: activators of apoptotic CHOP UPR arm, primary screen, cell-based, CHO-CHOP luciferase reporter, luminescence, uHTS; UPR activation; percent of tunicamycin response over DMSO baseline; activation, % at 10 µM; 330,000 tested, 0.34% active; AID 449763, 2010;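 active = at 10 µM dose, activation of 40% or more, normalized to positive control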;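 also: 100% = tunicamycin at 10 µg/mL and 0% = DMSO alone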
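Test system: CHO-CHOP cells, stable luciferase reporter of PERK-eIF2a-CHOP signalling | Quantity: 500 CHO-CHOP cells per well | Buffer or medium: F12 plus 10% serum | Compound dosing: 10 µM single point, 0.5% DMSO | Schedule: 6 h compound treatment, 37 °C | Signal: Luciferase luminescence | Control set: Tunicamycin high control, DMSO low control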
Jurkat NFkB inh: inhibitors of induced NF-kB luciferase reporter, primary screen, TCR NF-kB activation inhibitor project, cell-based, luminescence, uHTS. AID 435003, 2010. 330,000 tested, 0.53% active. Jurkat, PMA/ionomycin-induced NF-kB luciferase reporter. inhibition, % at 4 µM; in the data active = inhibition above about 50%
Gli-Sufu block: Gli-Sufu pathway antagonists, primary screen, luciferase luminescence, Sufu-KO-LIGHT cells, uHTS; 340,000 tested, 0.74% active; Sufu-KO-LIGHT fibroblasts, Gli luciferase reporter luminescence; inhibition, % at 5 µM; AID 588413, 2011;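 active = inhibition above about 55%, limit read from the data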;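 also: 0% = DMSO-treated cells and 100% = wells with medium but no cells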
Starred values were filed as active, the others as inactive; nt = no result given.

molecule	697 NFkB inh	EBI2 antag	Mdm2-MdmX inh	UPR XBP1 act	CCR6 antag	CXCR6 inh	CHOP UPR activ	Jurkat NFkB inh	Gli-Sufu block
Cc1ccc(S(=O)(=O)Nc2ccsc2C#N)cc1	18	-1	-13	-6	10	0	-2.5	1	4
Cc1ccc(S(=O)(=O)N2CCCCC2)cc1NC(=O)CNc1ccc(C(F)(F)F)cc1	-9	2	29	1	16	9	0.3	9	5
COc1ccnc2c1c(=O)n(Cc1cccc(Cl)c1)c(=O)n2C	5	-1	16	-3	5	0	1.2	8	11
NS(=O)(=O)c1ccc(NC(=O)CSc2n[nH]c(=O)n2Cc2ccccc2)cc1	-6	-2	-11	8	-10	6	-0.2	-10	-26
O=C(COC(=O)CCC(=O)c1cccs1)Nc1ncc(Cl)cc1Cl	22	2	10	-1	9	-5	0.8	13	-13
COC(=O)C1(C(O)C(=O)c2ccc(C)cc2C)CCCCC1 (stereo unspecified)	5	1	-13	-1	2	0	-0.1	-7	-13
CNc1oc(/C=C/c2ccccc2)nc1C#N	-4	5	-187	2	6	0	2.2	-67	-21
C/C(=N\Nc1ccc(Cl)c(C(=O)O)c1)c1ccc(Br)s1	-9	1	-25	-2	2	4	2.6	-11	-15
CCCOc1ccccc1NC(=O)c1ccc([N+](=O)[O-])cc1	-3	-5	-2	6	11	-3	1.9	-9	2
Cc1cccc(CC(=O)NCCS(=O)(=O)N2CCN(c3cccc(Cl)c3)CC2)c1	6	3	22	-1	14	0	1.6	3	-5
CCOC(=O)c1cnc(SCC(=O)Nc2ccc(N3CCOCC3)c(Cl)c2)nc1N	9	3	13	1	4	-4	0.0	2	-2
CC1(C)CC(=O)C=C(NC2CCCCCCC2)C1	4	-7	10	-1	6	-6	0.7	2	0
COc1ccccc1C1CCN(c2ccc([N+](=O)[O-])c(OC)c2)CC1	-26	12	-23	-2	16	10	4.0	-2	1
Cc1ccc(CNC(=O)c2sccc2-n2cccc2)cc1	-5	8	0	1	18	5	-1.0	-7	4
C=C1C(=O)C=C[C@]2(C)C[C@@H]3OC(=O)[C@](C)(O)[C@H]3C[C@@H]12	-314	8	73*	3	18	4	59*	42	16
COc1cc2c(cc1OC)C(C)N(C(=O)c1c(C)noc1C)CC2 (stereo unspecified)	2	2	19	3	-3	-5	0.6	22	1
COc1ccc(OC)c(C(=O)NC(CC(N)=O)c2ccc(NCc3ccc(F)c(F)c3)c([N+](=O)[O-])c2)c1 (stereo unspecified)	11	-15	-4	3	18	2	-1.5	-2	7
CC(=O)Nc1ccc2c(c1)C(=Nc1cccc(C)c1)c1ccccc1-2	nt	10	nt	nt	9	9	nt	nt	-11
COC(=O)c1cc(Cl)cc2c(CCO)c[nH]c12	7	-7	7	-1	3	-3	-0.5	13	-8
N=C1SCC(=O)N1c1ccccc1Cl	5	4	-4	1	-1	2	-0.7	3	-12

Following part:
molecule	697 NFkB inh	EBI2 antag	Mdm2-MdmX inh	UPR XBP1 act	CCR6 antag	CXCR6 inh	CHOP UPR activ	Jurkat NFkB inh	Gli-Sufu block
Cc1nn(Cc2c(Cl)cccc2Cl)c(C)c1NC(=O)Cn1nc([N+](=O)[O-])c(Cl)c1C	6	3	70*	1	-2	-1	1.2	6	3
CCOc1ccc(S(=O)(=O)NCCC(=O)OCC(=O)N2CC(=O)Nc3ccccc32)cc1	-1	4	10	-3	6	-3	-0.4	0	5
Cc1cccc(-c2nnc(-c3ccc4ccccc4c3)o2)c1	nt	25	nt	nt	7	-13	nt	nt	-82
CSCCC(NC(=O)COc1ccccc1)C(=O)N1CCN(c2ccccc2F)CC1 (stereo unspecified)	12	20	17	-5	22	12	-1.7	-8	7
CC(=O)Nc1ccc(S(=O)(=O)NC(CC(=O)NCCCN2CCOCC2)C(C)C)cc1 (stereo unspecified)	-3	-3	-6	-3	-4	3	-1.7	-20	2
COc1ccccc1NS(=O)(=O)c1ccc(C(=O)N2CCCCCCC2)cc1	-1	-11	31	-3	3	-8	-0.6	7	9
CC(C)(C)N=C1C([N+](=O)[O-])=CC=C2C1=NC1(CCCCC1)N2O	15	13	-13	-3	34	3	4.9	9	2
COc1ccc2c(c1OC)C(=O)N1N=C(c3ccc(F)cc3)CC21 (stereo unspecified)	5	nt	13	0	15	nt	0.4	2	3
CCCCn1nnnc1NCc1ccc(C)cc1	4	-6	19	-1	10	2	1.6	-13	-7
Cc1ccc(-c2nnc(Nc3ccc4c(c3)OCO4)c3ccccc23)cc1S(=O)(=O)NCCO	9	-4	21	1	-2	1	-1.0	5	-6
CCOP(=O)(OCC)C(NC(=O)Nc1cccc(Cl)c1)c1ccccc1 (stereo unspecified)	-2	6	19	-2	2	10	0.2	3	25
CCCCCCCNC(=O)C1(CC2CC(c3ccc(Cl)cc3)=NO2)CCN(C(=O)OC(C)(C)C)CC1 (stereo unspecified)	-11	6	0	2	8	16	-1.0	-2	-3
CC(=O)NCC(=O)NC(Cc1ccccc1)C(N)=O (stereo unspecified)	15	-19	6	-3	-18	6	-0.3	0	-20
CCCC(=O)Nc1ccccc1NC(=O)CN(C)S(=O)(=O)c1ccc(C)cc1	-6	-2	-11	3	-6	6	1.3	-3	-1
Cc1ccc(-n2c(SCC(=O)NCC3CCCO3)nc3ccccc3c2=O)cc1C (stereo unspecified)	-2	2	7	0	10	6	-0.2	13	0
Cc1ccc(-c2c[n+](CC(=O)Nc3nc(-c4ccccc4)cs3)c3n2CCC3)cc1	-16	-3	4	2	13	8	1.0	3	3
CCOc1ccc(S(=O)(=O)NCC2CCCO2)cc1 (stereo unspecified)	-3	-4	1	-6	13	-6	-2.5	-10	0
c1ccc(CSc2nnc(Cc3ccccn3)o2)cc1	-25	4	3	3	-11	-8	0.5	-8	-11
Cc1ccc2cccc(NC(=S)NC(=O)c3ccn(C)n3)c2n1	-7	14	17	0	31	12	-3.3	5	5
CCN(CC)C(=O)c1sc2nc(N3CCOCC3)c3c(c2c1N)CCCC3	-3	10	12	0	4	-1	0.3	5	10

More results
molecule	697 NFkB inh	EBI2 antag	Mdm2-MdmX inh	UPR XBP1 act	CCR6 antag	CXCR6 inh	CHOP UPR activ	Jurkat NFkB inh	Gli-Sufu block
CCc1ccc(C(=O)NC(C(=O)O)C(C)C)cc1 (stereo unspecified)	7	-3	6	0	-6	8	-1.1	-4	4
Cc1cc2c(cc1S(=O)(=O)NCc1ccccc1Cl)OCCN2C	28	-7	17	0	6	0	0.9	16	19
O=[N+]([O-])c1cccc(/C=N/N2CCN(c3ccccn3)CC2)c1	-65	-3	-57	1	0	-2	2.1	-81	-28
COc1cc(C(C)=O)ccc1OCC(=O)OCCCOC(=O)COc1ccc(C(C)=O)cc1OC	25	-3	-33	-5	9	0	2.5	2	4
CSc1ccccc1N=CC1=C(O)CC(C)(C)CC1=O	10	-1	-19	-3	13	3	0.9	-3	16
N#CC1(NC(=O)COC(=O)CNC(=O)c2sc3ccccc3c2Cl)CCCCC1	4	-1	12	-1	6	-2	-1.7	-10	-7
Cc1csc(NC(=O)CSc2nnc3c4ccccc4nc(C(C)(C)C)n23)n1	-49	11	69*	-3	-1	1	0.2	47	0
CC(C)(O)C#Cc1ccc(CN2CCN(CCc3ccccc3)C(CCO)C2)s1 (stereo unspecified)	-15	-14	-2	-2	8	-5	-2.0	6	23
CCC(Cc1ccccc1)NS(=O)(=O)c1csc(C(N)=O)c1 (stereo unspecified)	-69	3	-7	-2	2	-3	2.5	-10	-10
Oc1ccc(Cl)cc1/C=N/c1nc2ccccc2[nH]1	-57	-24	5	0	-12	6	7.5	-21	0
Cc1cc(C)n(-c2nc(NCCN(C)C)c3c4c(sc3n2)CCCC4)n1	-11	-25	100*	17	16	-7	4.4	28	9
COC(=O)CCSCC(=O)Nc1ccc(S(=O)(=O)N2CCOCC2)cc1OC	16	1	-2	2	13	4	1.0	3	2
O=C1C=C(c2cc3ccccc3s2)CCC1	-91	5	-96	2	2	-1	3.9	-58	-56
CC1=[N+]([O-])C(C)(C)C(C)N(O)C1=O (stereo unspecified)	8	-7	18	4	-25	0	-0.4	9	12
CCOC(=O)C1CCN(C(=O)c2ccc(SC)cc2OC)CC1	10	11	-15	-5	-15	3	-1.8	-12	-29
CC(=O)NCCC(=O)Nc1nc2c(ccc3ccccc32)s1	-22	1	1	1	1	-12	1.9	-19	26
C1=C(c2cccc3ccccc23)N2CCN=C2S1	17	0	11	-2	-5	0	-3.7	8	18
Cc1ccccc1NC(=O)c1cccc(S(=O)(=O)Oc2ccc([N+](=O)[O-])cc2)c1	-8	4	26	0	21	3	-2.2	3	-1
CCCN(CCC)C(=O)CC(c1ccccc1)c1ccco1 (stereo unspecified)	6	2	4	-2	5	-4	1.6	-10	0
C#CCOCCOCCOCCNc1nc(N2CCN(C(=O)[C@H]([C@@H](C)CC)n3cc([C@@H](N)CC(C)C)nn3)CC2)nc(N2CCN(C(=O)[C@H](Cc3cc4ccccc4[nH]3)n3cc([C@@H](N)C(C)CC)nn3)CC2)n1 (stereo partly specified)	-11	nt	12	0	nt	nt	-0.2	-24	nt

Later entries.
molecule	697 NFkB inh	EBI2 antag	Mdm2-MdmX inh	UPR XBP1 act	CCR6 antag	CXCR6 inh	CHOP UPR activ	Jurkat NFkB inh	Gli-Sufu block
Cc1ccccc1N1CCN(C2CCCN(C(=O)CN3CCCC3=O)C2)CC1 (stereo unspecified)	11	-7	-12	-2	-17	0	-1.1	-1	-5
CCc1ccc(-c2cc(C)no2)cc1S(=O)(=O)N1CCN(c2cc(C)ccc2C)CC1	-22	19	22	-6	18	3	0.4	19	-3
N#CCCN(C(=O)COC(=O)C12CC3CC(CC(O)(C3)C1)C2)c1ccc(F)cc1	-3	-7	-23	-1	-1	-5	-1.7	-16	-19
COc1ccc(C2NC(=O)NC3=C2CCc2ccccc23)cc1 (stereo unspecified)	-12	-5	55*	1	-8	1	2.2	39	21
CC1CN(CCC(=O)Nc2ccccc2F)CC(C)O1 (stereo unspecified)	-12	-13	8	1	4	5	0.3	-10	6
Cc1cc(NC(=O)CSc2nnc3ccccn23)no1	2	10	27	-2	-6	-2	6.6	8	-2

Structures shown so far that have a tert-butyl group:
molecule	697 NFkB inh	EBI2 antag	Mdm2-MdmX inh	UPR XBP1 act	CCR6 antag	CXCR6 inh	CHOP UPR activ	Jurkat NFkB inh	Gli-Sufu block
CC(C)(C)N=C1C([N+](=O)[O-])=CC=C2C1=NC1(CCCCC1)N2O	15	13	-13	-3	34	3	4.9	9	2
CCCCCCCNC(=O)C1(CC2CC(c3ccc(Cl)cc3)=NO2)CCN(C(=O)OC(C)(C)C)CC1 (stereo unspecified)	-11	6	0	2	8	16	-1.0	-2	-3
Cc1csc(NC(=O)CSc2nnc3c4ccccc4nc(C(C)(C)C)n23)n1	-49	11	69*	-3	-1	1	0.2	47	0

No enrichment for hits; any-hit rate near 5%.
